Screens: PubChem, several laboratories
MBD2 DNA inh = MBD2-methylated oligo binding inhibition. 370,000 compounds, 0.31% hits. Q9UBB5. TR-FRET, MBD2 binding to methylated oligonucleotide. inhibition, % at 4.4 µM; in the data active = inhibition above about 13%
Target sequence (Q9UBB5 whole entry, looked up): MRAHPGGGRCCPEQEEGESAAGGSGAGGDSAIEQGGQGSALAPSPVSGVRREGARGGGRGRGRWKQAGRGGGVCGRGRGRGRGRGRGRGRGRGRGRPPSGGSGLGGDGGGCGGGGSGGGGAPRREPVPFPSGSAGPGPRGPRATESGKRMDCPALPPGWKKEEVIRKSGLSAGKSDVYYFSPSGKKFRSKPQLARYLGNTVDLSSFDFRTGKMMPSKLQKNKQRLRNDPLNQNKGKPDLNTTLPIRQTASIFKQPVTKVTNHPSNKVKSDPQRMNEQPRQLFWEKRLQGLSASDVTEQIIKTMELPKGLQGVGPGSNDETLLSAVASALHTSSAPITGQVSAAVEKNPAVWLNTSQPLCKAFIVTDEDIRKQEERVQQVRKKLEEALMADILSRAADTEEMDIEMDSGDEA
PLCg1 inh = PLC-gamma1 (human) inhibition, primary screen; inhibition, % at 12.2 µM; purified PLC-gamma1, fluorogenic substrate, fluorescence; AID 720700; P19174; 370,000 compounds, 0.84% hits; in the data active = inhibition above about 9.5%
hcDAF-12 act = H. contortus DAF-12 activation, primary screen; HEK293 hcDAF-12 lit1-tk-luc reporter, luminescence; 0% DMSO, 100% Δ7-dafachronic acid; activation, % at 6.8 µM; 370,000 compounds, 1.4% hits; AID 652067;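 active = activation above the mean of all tested compounds plus 3 SD, cut at about 5.5% in these data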;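 note: 100% = response to 3 µM Δ7-dafachronic acid high control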
ADAM17 inh = ADAM17 inhibition, QFRET primary screen. P78536. recombinant ADAM17, EDANS/DABCYL FRET peptide cleavage. inhibition, % at 6.95 µM. 370,000 compounds, 0.83% hits. AID 720648;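 active = inhibition above the mean of compounds lying between control limits plus 3 SD, set per campaign, cut at about 8.5% in these data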;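 note: 0% = DMSO-only wells as the low control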
DAX1 inh-1 = inhibits human nuclear receptor DAX1 | 340,000 compounds, 0.99% hits | AID 504766 | HEK293 Gal4-DAX1 luciferase reporter, luminescence | inhibition, % at 6.75 µM;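 active = inhibition above the mean over all tested compounds plus 3 SD, cut at about 4.2% in these data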;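 note: 0% = DAX1-transfected cells with DMSO and 100% = empty-vector control cells with DMSO; inhibition shows as a rise in luminescence from relieved DAX1 repression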
SMARCA2 act = increases SMARCA2 function in MMTV reporter cells; 370,000 compounds, 1% hits; activation, % at 9.1 µM; AID 652017; MG213 cells, MMTV-luciferase reporter, dexamethasone, overnight; in the data active = activation above about 7.8%;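 note: 0% = vehicle wells and 100% = reference activator wells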
Rev-erbA mod = modulators of human Rev-erb alpha DNA binding; P20393; Rev-erbα–FITC-DNA binding, fluorescence polarization, 90 min; activity, % at 10 µM; 370,000 compounds, 0.79% hits; AID 1259318;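 active = activity above about 14%, limit read from the data; passing the limit was not always enough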;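 note: 0% = DMSO wells with 35 nM protein and 100% = DMSO wells with 750 nM protein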
Target sequence (P20393 whole entry, looked up): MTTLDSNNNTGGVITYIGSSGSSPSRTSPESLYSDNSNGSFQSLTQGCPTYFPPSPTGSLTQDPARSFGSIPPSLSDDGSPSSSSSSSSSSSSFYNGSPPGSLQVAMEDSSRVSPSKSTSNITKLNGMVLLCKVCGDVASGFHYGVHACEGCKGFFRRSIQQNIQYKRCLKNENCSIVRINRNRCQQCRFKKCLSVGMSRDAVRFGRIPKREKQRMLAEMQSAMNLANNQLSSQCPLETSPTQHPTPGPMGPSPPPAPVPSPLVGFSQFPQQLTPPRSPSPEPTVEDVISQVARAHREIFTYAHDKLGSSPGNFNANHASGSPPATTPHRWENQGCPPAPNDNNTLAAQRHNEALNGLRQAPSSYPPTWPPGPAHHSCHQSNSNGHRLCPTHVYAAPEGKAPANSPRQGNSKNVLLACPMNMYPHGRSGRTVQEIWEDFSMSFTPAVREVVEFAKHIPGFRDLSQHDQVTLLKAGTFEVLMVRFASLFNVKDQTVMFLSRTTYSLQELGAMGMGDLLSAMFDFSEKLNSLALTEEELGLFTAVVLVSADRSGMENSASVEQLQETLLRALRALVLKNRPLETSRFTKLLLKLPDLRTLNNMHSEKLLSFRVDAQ
PLC-beta3 inh = PLC-beta3 (human) inhibition, primary screen. Q01970. Purified PLC-beta3, fluorogenic substrate, fluorescence. inhibition, % at 12.2 µM. 370,000 compounds, 0.18% hits; in the data active = inhibition above about 11%;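 note: 0% = median of compound wells on plate and 100% = full blocker control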
DAX1 inh-2 = DAX1 (NR0B1) inhibition, primary screen; HEK293T StAR-luciferase reporter, SF-1/DAX-1 repression relief; inhibition, % at 6.8 µM; 370,000 compounds, 1.1% hits; AID 652010;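 active = inhibition above the mean over all tested compounds plus 3 SD, cut at about 3.6% in these data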;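 note: 0% = DAX-1 cells with DMSO and 100% = cells lacking DAX-1 with DMSO; higher inhibition means more luminescence from relief of DAX-1 repression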
ssDAF12 agonist = S. stercoralis DAF-12 activation, primary screen; 370,000 compounds, 1% hits; HEK293 ssDAF-12/GRIP1 lit1-tk-luc reporter, luminescence; % of 3 µM dafachronic acid response; AID 652126; activation, % at 6.8 µM;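 active = activation above the mean over all tested compounds plus 3 SD, cut at about 0.9% in these data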;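 note: 0% = DMSO-only wells and 100% = 3 µM delta7-dafachronic acid wells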
hgDAF12 agonist = activates the H. glycines DAF-12 receptor ligand-binding domain; 370,000 compounds, 1.8% hits; activation, % at 6.8 µM; HEK293 GAL4-hgDAF12 UAS-luciferase reporter, agonist luminescence; normalized to butyrate control;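 active = activation above a cutoff set at the mean of all screened compounds plus 3 SD, cut at about 10% in these data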;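 note: 0% = DMSO wells and 100% = sodium butyrate wells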
* marks the source's active call; other numbers are inactive results.

`COC(=O)[C@@]12CCCCN1[C@H](c1ccc(-c3cccc(Cl)c3)cc1)[C@@H]1C(=O)N(C)C(=O)[C@@H]12` gave MBD2 DNA inh 0, PLCg1 inh 1, hcDAF-12 act -1.1, ADAM17 inh -6, DAX1 inh-1 0.4, SMARCA2 act 0, Rev-erbA mod 0, PLC-beta3 inh 2, DAX1 inh-2 1.6, ssDAF12 agonist -0.8 and hgDAF12 agonist 3.0.
`CCOC(=O)Cc1c(C)nc2c(-c3ccc(Cl)cc3)c[nH]n2c1=O` gave MBD2 DNA inh -2, PLCg1 inh -104, hcDAF-12 act 0.6, ADAM17 inh -100, DAX1 inh-1 1.5, SMARCA2 act -2, Rev-erbA mod -5, PLC-beta3 inh -131, DAX1 inh-2 0.5, ssDAF12 agonist -0.7 and hgDAF12 agonist -0.8.
Screening Cc1ccc(N(CCC(=O)Nc2nnc(C3CC3)s2)S(=O)(=O)c2ccccc2)cc1 returned MBD2 DNA inh -1, PLCg1 inh 0, hcDAF-12 act -0.4, ADAM17 inh 1, SMARCA2 act 3, Rev-erbA mod -3, PLC-beta3 inh -1, DAX1 inh-2 1.0, ssDAF12 agonist -1.2 and hgDAF12 agonist -0.2.
`NC(=O)NC(=O)CC1S/C(=N/N=C/c2ccccc2)NC1=O` (stereo not drawn) gave MBD2 DNA inh 4, PLCg1 inh 5, hcDAF-12 act 1.1, ADAM17 inh -5, DAX1 inh-1 0.1, SMARCA2 act 3, Rev-erbA mod -4, PLC-beta3 inh -5, DAX1 inh-2 0.8, ssDAF12 agonist -1.5 and hgDAF12 agonist 1.6.
For Oc1cccc(-c2sc3ccccc3c2-c2ccc(OCCN3CCCCC3)cc2)c1 the results were MBD2 DNA inh -3, PLCg1 inh -1, hcDAF-12 act 0.7, ADAM17 inh 1, SMARCA2 act -1, Rev-erbA mod -1, PLC-beta3 inh -1, DAX1 inh-2 3.4, ssDAF12 agonist -1.0 and hgDAF12 agonist -1.8.
For COc1ccc(OC)c(NC(=O)CSc2ncccn2)c1 the results were MBD2 DNA inh -5, PLCg1 inh 2, hcDAF-12 act -1.9, ADAM17 inh 0, DAX1 inh-1 -0.1, SMARCA2 act 2, Rev-erbA mod -4, PLC-beta3 inh 4, DAX1 inh-2 0.2, ssDAF12 agonist -1.8 and hgDAF12 agonist 1.8.
O=C(Nc1sc2c(c1C(=O)NCC1CCCO1)CCCC2)c1cccs1 (stereo not drawn) was read as MBD2 DNA inh 2, PLCg1 inh -50, hcDAF-12 act -1.2, ADAM17 inh -8, DAX1 inh-1 -0.2, SMARCA2 act 0, Rev-erbA mod 3, PLC-beta3 inh -61, DAX1 inh-2 -0.3, ssDAF12 agonist -1.6 and hgDAF12 agonist -1.7.
`CCN(CC)CCN1C(=O)C(=O)/C(=C(/O)c2ccncc2)C1c1ccccc1` (stereo not drawn) gave MBD2 DNA inh 3, PLCg1 inh 0, hcDAF-12 act -1.2, ADAM17 inh 0, DAX1 inh-1 0.0, SMARCA2 act -3, Rev-erbA mod 3, PLC-beta3 inh 2, DAX1 inh-2 1.3, ssDAF12 agonist -1.3 and hgDAF12 agonist -1.8.
`CN(Cc1ccccc1)C(=O)c1ccc(NC(=O)Cc2cccc(NC(=O)C3CCN(C(=O)C4CCCC4)CC3)c2)cc1` gave MBD2 DNA inh -7, PLCg1 inh 0, hcDAF-12 act -0.5, ADAM17 inh 2, DAX1 inh-1 1.3, SMARCA2 act 0, Rev-erbA mod 4, PLC-beta3 inh 3, DAX1 inh-2 -0.1, ssDAF12 agonist -1.5 and hgDAF12 agonist 1.4.
O=C(Nc1ccccc1Cl)N(Cc1nc2ccccc2c(=O)[nH]1)Cc1cccs1 was read as MBD2 DNA inh 1, PLCg1 inh 1, hcDAF-12 act 0.0, ADAM17 inh -1, DAX1 inh-1 1.6, SMARCA2 act 0, Rev-erbA mod 8, PLC-beta3 inh 3, DAX1 inh-2 -0.1, ssDAF12 agonist -1.0 and hgDAF12 agonist 7.7.
For CN(Cc1ccccc1Cl)C(=O)c1cc2ccccc2o1 the results were MBD2 DNA inh -1, PLCg1 inh 0, hcDAF-12 act 0.8, ADAM17 inh 2, DAX1 inh-1 -0.7, SMARCA2 act -1, Rev-erbA mod -1, PLC-beta3 inh -7, DAX1 inh-2 0.4, ssDAF12 agonist -1.2 and hgDAF12 agonist 0.8.
For Cc1nnc(NC(=O)c2csc3c2CCC(C)C3)s1 (stereo not drawn) the results were MBD2 DNA inh -3, PLCg1 inh -2, hcDAF-12 act 0.4, ADAM17 inh 0, DAX1 inh-1 2.0, SMARCA2 act 3, Rev-erbA mod -2, PLC-beta3 inh -1, DAX1 inh-2 0.0, ssDAF12 agonist -1.1 and hgDAF12 agonist -0.1.
Screening CCOc1ccc(NC(=O)CN(C)C(=O)c2cc(C)oc2C)cc1OCC returned MBD2 DNA inh 0, PLCg1 inh 4, hcDAF-12 act -1.1, ADAM17 inh -5, DAX1 inh-1 1.0, SMARCA2 act -1, Rev-erbA mod 0, PLC-beta3 inh -10, DAX1 inh-2 -0.7, ssDAF12 agonist -0.6 and hgDAF12 agonist -1.4.
Cc1ccccc1NC1=C(Cl)C(=O)OC1OC(=O)c1ccco1 (stereo not drawn) was read as MBD2 DNA inh -3, PLCg1 inh 4, hcDAF-12 act -3.1, ADAM17 inh 0, DAX1 inh-1 -0.8, SMARCA2 act 5, Rev-erbA mod -6, PLC-beta3 inh 5, DAX1 inh-2 0.0, ssDAF12 agonist -1.3 and hgDAF12 agonist 0.1.
For COCCOC(=O)C1=C(C)Nc2ncnn2C1c1ccc(F)cc1 (stereo not drawn) the results were MBD2 DNA inh -3, PLCg1 inh 5, hcDAF-12 act -0.7, ADAM17 inh 0, DAX1 inh-1 -0.8, SMARCA2 act -2, Rev-erbA mod -4, PLC-beta3 inh 4, DAX1 inh-2 0.3, ssDAF12 agonist -1.7 and hgDAF12 agonist -1.1.
`CC1SC(c2ccccc2Cl)NC1=O` (stereo not drawn) gave MBD2 DNA inh 0, PLCg1 inh 3, hcDAF-12 act 0.9, ADAM17 inh 1, DAX1 inh-1 0.8, SMARCA2 act 1, Rev-erbA mod -5, PLC-beta3 inh 2, DAX1 inh-2 0.1, ssDAF12 agonist -0.9 and hgDAF12 agonist -1.0.
Screening C[C@H](CO)N1C[C@H](C)[C@@H](CN(C)Cc2ccc(O)cc2)OCc2cnnn2CCCC1=O returned MBD2 DNA inh 1, PLCg1 inh 2, hcDAF-12 act -1.7, ADAM17 inh 2, DAX1 inh-1 0.8, SMARCA2 act -4, Rev-erbA mod 0, PLC-beta3 inh 2, DAX1 inh-2 0.0, ssDAF12 agonist -0.3 and hgDAF12 agonist -1.5.
CCOc1ccc(-n2c(SCC(N)=O)nnc2-c2ccco2)cc1 was read as MBD2 DNA inh -1, PLCg1 inh 2, hcDAF-12 act 0.3, ADAM17 inh -7, DAX1 inh-1 -0.4, SMARCA2 act 1, Rev-erbA mod -5, PLC-beta3 inh -7, DAX1 inh-2 -0.8, ssDAF12 agonist -0.9 and hgDAF12 agonist 0.2.
`COC(=O)CC(NC(=S)NC(=O)c1ccccc1)c1ccc(Br)cc1` (stereo not drawn) gave MBD2 DNA inh -6, PLCg1 inh 0, hcDAF-12 act -2.1, ADAM17 inh -1, DAX1 inh-1 -1.5, SMARCA2 act 2, Rev-erbA mod -2, PLC-beta3 inh -3, DAX1 inh-2 -0.2, ssDAF12 agonist -0.6 and hgDAF12 agonist -0.3.
Screening Clc1ccccc1CSc1nncn1NC/C=C/c1ccccc1 returned MBD2 DNA inh -8, PLCg1 inh 7, hcDAF-12 act 0.5, ADAM17 inh 8, DAX1 inh-1 -0.8, SMARCA2 act -3, Rev-erbA mod 6, PLC-beta3 inh 2, DAX1 inh-2 0.5, ssDAF12 agonist -1.6 and hgDAF12 agonist -3.0.
Screening CCOc1ccc(S(=O)(=O)Nc2cc(S(=O)(=O)N3CCOCC3)ccc2OC)cc1 returned MBD2 DNA inh -3, PLCg1 inh 1, hcDAF-12 act 0.3, ADAM17 inh -3, DAX1 inh-1 -0.5, SMARCA2 act -3, Rev-erbA mod -6, PLC-beta3 inh -7, DAX1 inh-2 -0.8, ssDAF12 agonist -1.4 and hgDAF12 agonist -2.4.
CCOC(=O)C1=C(CSCc2ccccc2)NC(=O)NC1c1cc(C)ccc1C (stereo not drawn) was read as MBD2 DNA inh -1, PLCg1 inh 2, hcDAF-12 act -3.0, ADAM17 inh 4, DAX1 inh-1 -1.6, SMARCA2 act -5, Rev-erbA mod 3, PLC-beta3 inh 1, DAX1 inh-2 -0.7, ssDAF12 agonist -1.6 and hgDAF12 agonist -0.8.
O=C(N/N=C1/CC2C=CCC12)c1cccs1 (stereo not drawn) was read as MBD2 DNA inh -4, PLCg1 inh -1, hcDAF-12 act 3.6, ADAM17 inh -2, DAX1 inh-1 2.0, SMARCA2 act 7, Rev-erbA mod 4, PLC-beta3 inh -6, DAX1 inh-2 8.3*, ssDAF12 agonist 1.1* and hgDAF12 agonist 15*.
COc1cc(OC)cc(OC(=O)C2CCN(C(=O)c3ccc(Cl)cc3)CC2)c1 was read as MBD2 DNA inh 2, PLCg1 inh -1, hcDAF-12 act -1.0, ADAM17 inh 3, DAX1 inh-1 1.1, SMARCA2 act 0, Rev-erbA mod -2, PLC-beta3 inh -8, DAX1 inh-2 2.5, ssDAF12 agonist -1.5 and hgDAF12 agonist 2.8.
Screening [N-]=[N+]=N[C@@H](CCN1CC[C@H](O)CCC1=O)c1ccccc1 returned MBD2 DNA inh -5, PLCg1 inh 2, hcDAF-12 act -1.6, ADAM17 inh -1, DAX1 inh-1 1.9, SMARCA2 act 1, Rev-erbA mod 2, PLC-beta3 inh 4, DAX1 inh-2 -0.9, ssDAF12 agonist -1.0 and hgDAF12 agonist -2.1.
`Cc1ccc(NC(=S)N=Nc2c(O)n(C)c3ccc(S(=O)(=O)N4CCOCC4)cc23)cc1C` gave MBD2 DNA inh -4, PLCg1 inh 3, hcDAF-12 act -1.9, ADAM17 inh 0, DAX1 inh-1 0.9, SMARCA2 act -1, Rev-erbA mod -2, PLC-beta3 inh 4, DAX1 inh-2 -0.4, ssDAF12 agonist -0.5 and hgDAF12 agonist -1.6.
CCN=C1SC(CC(=O)Nc2sc3c(c2C#N)CCCC3)C(=O)N1CC (stereo not drawn) was read as MBD2 DNA inh -1, PLCg1 inh 7, hcDAF-12 act -0.4, ADAM17 inh -4, DAX1 inh-1 2.2, SMARCA2 act 3, Rev-erbA mod 2, PLC-beta3 inh 3, DAX1 inh-2 0.1, ssDAF12 agonist -1.4 and hgDAF12 agonist -0.5.
Screening Cc1ccccc1C(=O)N1CCC(C(=O)Nc2ccc(S(=O)(=O)N3CCCCC3)cc2)CC1 returned MBD2 DNA inh 0, PLCg1 inh 1, hcDAF-12 act -1.2, ADAM17 inh 1, DAX1 inh-1 -1.1, SMARCA2 act 1, Rev-erbA mod 0, PLC-beta3 inh -2, DAX1 inh-2 -1.3, ssDAF12 agonist -0.4 and hgDAF12 agonist -0.4.
